Tb PFK block – qHTS Assay to Find Inhibitors of T. brucei phosphofructokinase | hit rate 0.17% among 330,000 | Potency, µM (doses to about 57.5 µM), inactives show at the highest dose activity, negative = inhibition, most hits filed as inhibitors | T. brucei PFK, ADP-Glo luminescence | ATP-dependent 6-phosphofructokinase (Trypanosoma brucei brucei), O15648 | AID 485367, 2010;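 also: potency is read from the fitted curve at half-maximal effect; 0% = uninhibited 1x PFK enzyme wells and -100% = no-enzyme wells; nearly all actives have a fitted effect of over 60% in size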
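ADP-Glo luminescence quantified ADP after 45 min at room temperature, with 1.25 nM T. brucei PFK, 0.1 mM ATP and 0.5 mM fructose-6-phosphate in pH 8.0 TEA buffer. qHTS titrations up to 57 µM; curves classified by quality.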
ELG1 DNA repair – qHTS screen for small molecules that inhibit ELG1-dependent DNA repair in human embryonic kidney (HEK293T) cells expressing luciferase-tagged ELG1; HEK293T ELG1-luciferase reporter, luminescence, 16 h; DNA damage induced by 5-fluorouridine; Potency, µM (top dose mostly 46.1 µM), for inactives: top-dose activity change, negative = inhibition, actives largely listed as inhibitors; hit rate 2.3% among 330,000; AID 504467, 2011; also: potency is read from the fitted curve at half-maximal effect; % is scaled to controls: 0 for no effect and ±100 for the full control effect; nearly all actives have a fitted effect of over 55% in size
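Step one: seed 2,000 cells per well. Step two: pin-transfer compound or DMSO alongside 5-fluorouridine. Step three: incubate 16 hr, 37 °C, 5% CO2. Step four: add ONE-Glo, wait 30 min, read luminescence.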
TRPV1 ag – HTS Assay for Compounds that Act as Agonists of the Vanilloid Receptor 1 | Transient receptor potential cation channel subfamily V member 1 (Homo sapiens), Q8NER1 | TRPV1-expressing cells, Fluo-8 calcium influx, agonist mode | activation, % at 8.33 µM | hit rate 0.19% among 320,000 | AID 540275, 2011; in the data active = activation above about 80%; inconclusive = between about 30% and that limit; also: 0% is about no effect
Target sequence (Q8NER1 whole entry, looked up): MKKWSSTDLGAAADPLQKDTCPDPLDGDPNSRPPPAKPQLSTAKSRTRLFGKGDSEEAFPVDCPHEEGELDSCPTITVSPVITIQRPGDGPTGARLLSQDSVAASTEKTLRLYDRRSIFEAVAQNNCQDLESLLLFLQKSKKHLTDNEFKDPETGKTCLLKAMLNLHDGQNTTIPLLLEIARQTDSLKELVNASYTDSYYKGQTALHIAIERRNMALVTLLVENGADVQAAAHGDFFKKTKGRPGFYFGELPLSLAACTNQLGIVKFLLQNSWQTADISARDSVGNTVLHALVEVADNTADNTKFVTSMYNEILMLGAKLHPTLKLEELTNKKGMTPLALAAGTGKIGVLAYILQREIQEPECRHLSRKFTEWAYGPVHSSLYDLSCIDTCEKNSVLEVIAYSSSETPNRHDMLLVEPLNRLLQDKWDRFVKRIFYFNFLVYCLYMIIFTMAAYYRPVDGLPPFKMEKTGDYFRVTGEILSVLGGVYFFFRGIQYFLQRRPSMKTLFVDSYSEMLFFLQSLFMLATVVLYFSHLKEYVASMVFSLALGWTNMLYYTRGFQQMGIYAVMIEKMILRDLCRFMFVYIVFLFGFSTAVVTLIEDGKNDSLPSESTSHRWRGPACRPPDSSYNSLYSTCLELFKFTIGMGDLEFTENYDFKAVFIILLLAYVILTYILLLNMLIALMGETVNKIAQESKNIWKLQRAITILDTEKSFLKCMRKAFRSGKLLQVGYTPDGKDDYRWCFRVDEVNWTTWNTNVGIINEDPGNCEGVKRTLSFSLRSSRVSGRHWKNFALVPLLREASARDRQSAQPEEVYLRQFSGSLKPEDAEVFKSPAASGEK
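TRPV1-expressing cells were cultured overnight at 35.5C and loaded with Fluo-8 calcium dye for 40 to 90 min at room temperature. After a 10 s baseline, compound was added and calcium influx was read kinetically for 3 min (ex 480/em 520 nm).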
p53 reactivation – qHTS assay for re-activators of p53 using a Luc reporter; H1299 p53-A138V BP100-luciferase reporter, luminescence, 24 h; Potency, µM (doses to about 92.2 µM), inactives show at the highest dose activity change, positive = activation, most hits filed as activators; AID 504706, 2011; hit rate 0.063% among 320,000; also: potency is read from the fitted curve at half-maximal effect; % of control where 0% means no effect; nearly all actives have a fitted effect of over 45% in size
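H1299 (p53-null), stable ts p53-A138V + BP100-Luc; 1000 cells/well, Opti-MEM/10% FBS; cpd 4 pt, 1:5; 24 h, 37 deg C, 5% CO2; detection reagent 10 min RT; luminescence.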
ELG1 genotox – qHTS screen for small molecules that induce genotoxicity in human embryonic kidney (HEK293T) cells expressing luciferase-tagged ELG1; HEK293T ELG1-luciferase reporter, luminescence, 16 h; Potency, µM (doses to about 46 µM), inactives show at the top dose activity change, positive = activation, hits mostly activators; hit rate 1.3% among 330,000; AID 504466, 2011; also: potency is read from the fitted curve at half-maximal effect; % of control where 0% means no effect; nearly all actives have a fitted effect of over 60% in size
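16 hr compound incubation (37 °C, 5% CO2) of HEK293T cells carrying luciferase-tagged ELG1; luciferase then measured by ONE-Glo luminescence after 30 min at RT.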
Rab9 prom act – qHTS Assay for Rab9 Promoter Activators | Huh7 Rab9 promoter-luciferase reporter, luminescence, 24 h | Potency, µM (top dose mostly 9.22 µM), without a hit: at the highest dose activation, negative = inhibition, actives largely listed as activators | hit rate 2.8% among 320,000 | AID 485297, 2010; also: potency is read from the fitted curve at half-maximal effect; % of control where 0% means no effect; nearly all actives have a fitted effect of over 60% in size
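Rab9 promoter-driven luciferase in stably transfected Huh7 cells; 1500 cells/well rested 2 h, exposed to compound in DMSO for 24 h at 37 °C, 5% CO2. Luminescence read 10 min after adding luciferase reagent at ambient temperature.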
NPC1 promoter act – qHTS Assay for NPC1 Promoter Activators; Huh7 NPC1 promoter luciferase reporter, 24 h; Potency, µM (titrated, usually from 9.22 µM), for the others: top-dose activation, usual class: activators; hit rate 2.4% among 320,000;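 also: potency is read from the fitted curve at half-maximal effect; % of control where 0% means no effect; nearly all actives have a fitted effect of over 60% in size; reporter is driven by a mutant NPC1 promoter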
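NPC1 promoter–luciferase Huh7 cells; 24 h compound; luminescence.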
FLuc counter – qHTS profiling assay for firefly luciferase inhibitor/activator using purifed enzyme and Km concentrations of substrates (counterscreen for miR-21 project) | Potency, µM (doses to about 57.5 µM), for inactives: at the top dose activity change, negative = inhibition, actives largely listed as inhibitors | purified FLuc, Km substrates, luminescence inhibition | hit rate 6.9% among 360,000 | Luciferin 4-monooxygenase (Photinus pyralis), P08659;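 also: potency is read from the fitted curve at half-maximal effect; plate controls were vehicle for no effect and reference inhibitor for full effect; nearly all actives have a fitted effect of over 55% in size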
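Biochemical qHTS of compounds, final roughly 60 µM downward over six points, against 10 nM purified firefly luciferase using Km concentrations of substrates (10 uM D-luciferin, 10 uM ATP) in Tris acetate pH 7.5 buffer; luminescence output.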
VP16 counter – VP16 counterscreen qHTS for inhibitors of ROR gamma transcriptional activity; Drosophila S2 Gal4-VP16 UAS-luciferase, luminescence, 20 h; Potency, µM (series often up to 53.6 µM), inactives show at the top dose activity, negative = inhibition, most hits filed as inhibitors; hit rate 3.5% among 310,000;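 also: Gal4-VP16 expression switched on by copper sulfate through the metallothionein promoter; potency is read from the fitted curve at half-maximal effect; % is scaled to controls: 0 for no effect and ±100 for the full control effect; nearly all actives have a fitted effect of over 50% in size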
BRCA1 expr up – qHTS Assay to Identify Small Molecule Activators of BRCA1 Expression | MCF7-BRCA1-FFLuc reporter, luminescence, 48 h; response scale: scaled: vehicle 0%, 10 µM genistein 100% | AID 624202, 2012 | hit rate 1.1% among 380,000 | Potency, µM (top dose mostly 46.1 µM), inactives show top-dose activation, actives largely listed as activators; also: potency is read from the fitted curve at half-maximal effect; nearly all actives have a fitted effect of over 80% in size; some results filed as inactive show a strong effect at the top dose
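Using MCF7 cells harboring a BRCA1 firefly luciferase reporter, plated 2 h before compound pinning, the screen measured luminescence after 48 h incubation. Responses were normalized to DMSO and 10 microM genistein, then fitted for concentration-effect.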
RORg inh – qHTS for inhibitors of ROR gamma transcriptional activity. hit rate 5.4% among 310,000. Drosophila S2 Gal4-RORgamma UAS-luciferase reporter, 20 h. Nuclear receptor ROR-gamma (Mus musculus), P51450. Potency, µM (doses to about 53.6 µM), for inactives: top-dose activity change, negative = inhibition, usual class: inhibitors; also: potency is read from the fitted curve at half-maximal effect; % is scaled to controls: 0 for no effect and ±100 for the full control effect; nearly all actives have a fitted effect of over 60% in size
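Stable Schneider cell line, Gal4 DNA-binding domain fused to ROR gamma, UAS-luciferase. Cmpd 1 hr RT → CuSO4 700 uM final → 20 hr RT → luciferase reagent 10 min → luminescence.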
* hit, by the source's call; [ ] = another dose, or the depositor's remark. Unless noted, calls follow the shape of the dose curve; as a rule, active = well fitted curve in the direction sought with a large enough effect; inconclusive = small, poorly fitted or top-dose-only effect, or another doubt; inactive = no such curve, though single readings can be large; an effect the other way counts as inactive or inconclusive.

Cc1noc(C)c1C(=O)OCC(=O)C12CC3CC(CC(C3)C1)C2 was read as Tb PFK block 2.2%, ELG1 DNA repair 4.8%, TRPV1 ag 11.5, p53 reactivation 0.1%, ELG1 genotox -7.1%, Rab9 prom act -1.3%, NPC1 promoter act -5.8%, FLuc counter 6.1%, VP16 counter 0.0%, BRCA1 expr up 3.8% and RORg inh -10.4%.
`c1ccc(-c2sc3ccccc3c2-c2ccc(OCCN3CCCC3)cc2)cc1` gave Tb PFK block -0.2%, ELG1 DNA repair 18.2%, p53 reactivation -6.0%, ELG1 genotox -2.3% and BRCA1 expr up -24.2%.
`Cc1ccc2c(c1)-c1cc(C)nn1C(c1ccc3c(c1)OCO3)N2` (stereo not given) gave Tb PFK block 2.9%, ELG1 DNA repair 0.0%, TRPV1 ag 2.3, p53 reactivation -3.0%, ELG1 genotox 22.9%, Rab9 prom act -1.2%, NPC1 promoter act 14.5%, FLuc counter inconclusive, VP16 counter 5.3%[0.365 µM], BRCA1 expr up 72.5% and RORg inh inconclusive.
O=C(NNc1cc(Cl)ccc1Cl)c1c(F)cccc1Cl was read as Tb PFK block 4.7%, ELG1 DNA repair inconclusive, TRPV1 ag inconclusive, p53 reactivation -1.7%, ELG1 genotox -2.0%, Rab9 prom act -2.0%, NPC1 promoter act -3.6%, FLuc counter -1.5%, VP16 counter -8.5%, BRCA1 expr up -32.2% and RORg inh 27.1%.
For Cc1nn(C2CCS(=O)(=O)C2)c(Cl)c1/C=C/C(=O)OCC(=O)Nc1ccccc1OC(F)F (stereo not given) the results were Tb PFK block 2.0%, ELG1 DNA repair inconclusive, TRPV1 ag -3.9, p53 reactivation -5.0%, ELG1 genotox -8.7%, Rab9 prom act -5.1%, NPC1 promoter act -2.1%, FLuc counter -1.3%, VP16 counter -5.9%, BRCA1 expr up -0.8% and RORg inh -18.7%.
COCc1cc(C)nc(OCC(=O)N/N=C/c2cccc(OC)c2)c1C#N was read as Tb PFK block -6.5%, ELG1 DNA repair -4.3%, TRPV1 ag 1.3, p53 reactivation -27.0%, ELG1 genotox -2.0%, Rab9 prom act -3.4%, NPC1 promoter act 0.3%, FLuc counter 0.3%, VP16 counter -15.8%, BRCA1 expr up -19.6% and RORg inh -8.6%.
`Cc1cc[n+](C2=C([O-])c3ccccc3C(=O)/C2=N\S(=O)(=O)c2cccs2)cc1C` gave Tb PFK block -5.7%, ELG1 DNA repair 23.1µM*, TRPV1 ag -3.4, p53 reactivation -26.5%, ELG1 genotox -14.8%, Rab9 prom act -17.5%, NPC1 promoter act -12.3%, FLuc counter -14.9%, VP16 counter 11.2µM*, BRCA1 expr up 3.8% and RORg inh 15.8µM*.
CC(C)(C)NC(=O)c1nc2ccccc2s1 was read as Tb PFK block -0.3%, ELG1 DNA repair inconclusive, TRPV1 ag -1.2, p53 reactivation inconclusive, ELG1 genotox 5.1%, Rab9 prom act 4.0%, NPC1 promoter act 16.8%, FLuc counter -26.4%, VP16 counter -16.0%, BRCA1 expr up 16.0% and RORg inh 7.3%.
For CCOc1cc(CNCCO)c(Cl)cc1OCC(=O)NCCc1ccccc1 the results were Tb PFK block 5.0%, ELG1 DNA repair 8.2%, TRPV1 ag 1.8, p53 reactivation -3.3%, ELG1 genotox 2.4%, Rab9 prom act -0.9%, NPC1 promoter act 4.3%, FLuc counter -1.6%, VP16 counter -3.8%, BRCA1 expr up 3.8% and RORg inh 5.1%.
Cc1cc(OCCN2CC(C)OC(C)C2)ccc1[N+](=O)[O-] (stereo not given) was read as Tb PFK block -2.0%, ELG1 DNA repair -5.6%, TRPV1 ag -3.9, p53 reactivation -5.5%, ELG1 genotox 0.5%, Rab9 prom act 0.2%, NPC1 promoter act 1.2%, FLuc counter 1.0%, VP16 counter 0.0%, BRCA1 expr up 1.7% and RORg inh -15.2%.
Screening COc1cc(/C=C/C(=O)Nc2ccc3[nH]c(=O)[nH]c3c2)cc(OC)c1OC returned Tb PFK block -1.9%, ELG1 DNA repair 1.7%, TRPV1 ag -13.7, p53 reactivation -0.1%, ELG1 genotox 10.9%, Rab9 prom act 0.4%, NPC1 promoter act 3.4%, FLuc counter inconclusive, VP16 counter -13.6%, BRCA1 expr up -25.0% and RORg inh 18.1%.
`CCOC(=O)C(=O)N/N=C/c1ccc(F)cc1` gave Tb PFK block 6.9%, ELG1 DNA repair -9.3%, TRPV1 ag 4.4, p53 reactivation 0.8%, ELG1 genotox -7.8%, Rab9 prom act -2.9%, NPC1 promoter act 2.7%, FLuc counter 13.5µM*, VP16 counter -6.9%, BRCA1 expr up 0.0% and RORg inh -13.2%.
`CN(CC(=O)Nc1nccs1)S(=O)(=O)c1ccc(F)cc1` gave Tb PFK block -11.8%, ELG1 DNA repair -8.1%, TRPV1 ag 0.9, p53 reactivation 1.1%, ELG1 genotox -10.5%, Rab9 prom act -3.5%, NPC1 promoter act -1.7%, FLuc counter -2.0%, BRCA1 expr up 0.0% and RORg inh 7.8%[0.365 µM].
Cc1nnc(SCc2ccc(C(=O)c3ccc(Cl)cc3)o2)n1-c1ccccc1 was read as Tb PFK block -8.5%, ELG1 DNA repair inconclusive, TRPV1 ag 2.0, p53 reactivation -1.4%, ELG1 genotox 0.3%, Rab9 prom act -3.0%, NPC1 promoter act 0.3%, FLuc counter 15.1µM*, VP16 counter 1.2%, BRCA1 expr up 4.5% and RORg inh 25.2%.
Nc1nc(C(=O)N2CCOCC2)nn1S(=O)(=O)c1ccc(Cl)cc1 was read as Tb PFK block 15.1%, ELG1 DNA repair 3.3%, TRPV1 ag 9.0, p53 reactivation -6.6%, ELG1 genotox 0.3%, Rab9 prom act 18.0%, NPC1 promoter act -1.0%, FLuc counter 1.7%, VP16 counter 1.0%, BRCA1 expr up -13.1% and RORg inh -22.7%.
`COCc1nc2ccccc2n1Cc1ccccc1C` gave Tb PFK block -0.8%, ELG1 DNA repair -8.6%, TRPV1 ag 22.0, p53 reactivation 2.8%, ELG1 genotox -7.3%, Rab9 prom act 1.3%, NPC1 promoter act -5.4%, FLuc counter 1.2%, VP16 counter 8.6%, BRCA1 expr up 0.0% and RORg inh inconclusive.
CN(C(=O)c1cc2sccc2n1C)C1CCCCC1 was read as Tb PFK block -2.7%, ELG1 DNA repair inconclusive, p53 reactivation inconclusive, ELG1 genotox inconclusive, Rab9 prom act 3.16µM*, NPC1 promoter act 3.98µM*, FLuc counter 13.5µM*, VP16 counter -10.8%, BRCA1 expr up 6.31µM* and RORg inh 39.1%.
`Cc1nc2ccc(S(=O)(=O)NCC(=O)N3CCc4ccccc4C3)cc2s1` gave Tb PFK block 5.1%, ELG1 DNA repair -1.6%, TRPV1 ag 5.1, p53 reactivation -5.5%, ELG1 genotox -0.9%, Rab9 prom act 1.7%, NPC1 promoter act 2.0%, FLuc counter -1.0%, VP16 counter 5.9%, BRCA1 expr up -26.0% and RORg inh 1.3%.
`CCCCCN(C(=O)CCC(=O)OCc1cc(C(C)=O)ccc1OC)c1c(N)n(CCCC)c(=O)[nH]c1=O` gave Tb PFK block 3.0%, ELG1 DNA repair -3.4%, TRPV1 ag 2.1, p53 reactivation 7.7%, ELG1 genotox 2.0%, Rab9 prom act -3.0%, NPC1 promoter act -0.1%, FLuc counter 2.2% and BRCA1 expr up -22.8%.
For CC(C)Cc1nnc(NC(=O)C2CC(=O)N(c3ccc4c(c3)OCCO4)C2)s1 (stereo not given) the results were Tb PFK block inconclusive, ELG1 DNA repair -27.3%, TRPV1 ag 3.1, p53 reactivation -0.1%, ELG1 genotox 0.2%, Rab9 prom act -1.9%, NPC1 promoter act -3.0%, FLuc counter 2.9% and BRCA1 expr up -2.0%.
`N#Cc1c(-c2ccc(Cl)cc2)nc2n(c1=O)CCCS2` gave Tb PFK block 5.8%, ELG1 DNA repair 5.1%, TRPV1 ag 9.6, p53 reactivation -3.0%, ELG1 genotox 1.3%, Rab9 prom act -2.1%, NPC1 promoter act -0.6%, FLuc counter -5.9%, VP16 counter 0.8%, BRCA1 expr up 0.0% and RORg inh 10.0%.
`CC(=O)Nc1ccc(C(=O)OCC(=O)NCc2ccc(Cl)cc2)cc1` gave Tb PFK block -2.6%, ELG1 DNA repair -7.3%, TRPV1 ag 3.7, p53 reactivation -0.6%, ELG1 genotox -4.1%, Rab9 prom act 3.5%, NPC1 promoter act -8.0%, FLuc counter -0.6%, VP16 counter 2.7% and RORg inh 26.7%.

Not a hit list (roughly 15% active in at least one column).
